Screens from PubChem.
PV pol inh – poliovirus RNA polymerase inhibition; P03300; poliovirus polymerase elongation, fluorescence polarization; hits give low values; % elongation, % (compound at 16.7 µg/mL); 150,000 tested, 0.66% active; AID 588519; in the data active means % elongation below about 90%; further: some results filed as inactive read as strong as hits
Target sequence (P03300 1749-2209 limits assumed): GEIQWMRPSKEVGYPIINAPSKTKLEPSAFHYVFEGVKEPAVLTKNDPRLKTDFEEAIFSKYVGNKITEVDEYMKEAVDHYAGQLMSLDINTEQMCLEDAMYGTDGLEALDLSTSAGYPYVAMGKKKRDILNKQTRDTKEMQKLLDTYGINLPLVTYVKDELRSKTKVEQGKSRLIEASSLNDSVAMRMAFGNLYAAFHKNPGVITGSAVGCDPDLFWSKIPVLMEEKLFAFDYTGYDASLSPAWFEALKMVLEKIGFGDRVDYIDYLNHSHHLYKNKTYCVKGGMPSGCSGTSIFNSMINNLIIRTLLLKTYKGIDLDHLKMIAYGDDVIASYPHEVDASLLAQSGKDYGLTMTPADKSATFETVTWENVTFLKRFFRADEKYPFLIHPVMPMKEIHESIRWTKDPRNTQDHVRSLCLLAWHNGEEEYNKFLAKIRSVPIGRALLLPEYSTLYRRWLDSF
PV pol inh FP z-score – recorded beside PV pol inh, whose call it bears; z-score; measured here: FP z-score; hits read low
Starred values were filed as active, the others as inactive; & = joins results of further samples.

SMILES	PV pol inh	PV pol inh FP z-score
COC(=O)c1ccc(OC(=O)CCc2nc3cc(S(=O)(=O)N4CCOCC4)ccc3n2C)cc1	111.0	1.6
O=C1CCCC(O)=C1C1(O)C(=O)c2ccccc2C1=O	79.0*	-3.9*
CCc1ccccc1N(C)S(=O)(=O)c1c(C)noc1/C=C/N(C)C	101.0	0.2
COc1cccc(C=Nc2cnn(C)c2C(N)=O)c1O	99.0	-0.5
Cc1nnc(N2CCC(C(=O)NCc3cccc(Cl)c3)CC2)c2nn(-c3ccccc3)c(C)c12	96.0	-1.1
CCOC(=O)c1cc(-c2ccc(C)cc2)n(CC(=O)Nc2ccccc2F)c1C	104.0	-0.2
Cc1cnc2c(c1SCC(=O)Nc1ccc(F)cc1F)c(=O)n(C)c(=O)n2C	110.0	0.8
CC(C)(C)NC(=O)c1cc(NC(=O)C(F)(F)F)cc(NC(=O)C(F)(F)F)c1	103.0	0
COc1cc2c(C#N)c(N3CCCCC3)nc3c2c(n1)NC1(N3)C(=O)Nc2ccccc21 (stereo unspecified)	110.0	1
NNC(=O)c1csc(Cc2c(Cl)cccc2Cl)n1	102.0	-0.4

Next structures:
SMILES	PV pol inh	PV pol inh FP z-score
CCOC(=O)C1=NN(C(=O)c2cccc(OC)c2)C(O)(C(C)(C)C)C1 (stereo unspecified)	100.0	0.1
Cc1ccccc1CNC(=O)c1nn(-c2ccccc2F)nc1CO	101.0	-1.4
CN(C)c1ccc(/C=C/C2=Nc3ccccc3SC(C)(C)C2)cc1	100.0	-0.3
S=C(NCc1ccco1)Nc1ccn(C23CC4CC(CC(C4)C2)C3)n1	99.0	-0.3
COc1ccc(-c2nsc(NC(=O)CC(C)C)n2)cc1	105.0	1.7
CCOc1ccc(C(=O)Nc2c(C)nc(Nc3ccccc3)nc2Nc2ccccc2)cc1OCC	115.0	0.8
CCOC(=O)C1=C(CC)Nc2ccccc2N/C1=N\S(=O)(=O)c1ccccc1OC	107.0	0.6
CCOc1ccc(CN(C)C(=O)C2CCN(S(=O)(=O)c3ccccc3F)CC2)cc1OC	100.0	-0.2
Cc1onc(-c2c(Cl)cccc2Cl)c1-c1noc(CSc2ccccn2)n1	103.0	0.6
Cc1ccccc1NC(=O)COc1ccc2oc3c(c2c1)CCCC3	109.0	1.1

Exported with values under each structure: seven of the compounds above.
Order of results: PV pol inh	PV pol inh FP z-score
> COc1ccc(-c2nsc(NC(=O)CC(C)C)n2)cc1
 : 105.0	1.7
> Cc1nnc(N2CCC(C(=O)NCc3cccc(Cl)c3)CC2)c2nn(-c3ccccc3)c(C)c12
 : 96.0	-1.1
> COc1cc2c(C#N)c(N3CCCCC3)nc3c2c(n1)NC1(N3)C(=O)Nc2ccccc21 (stereo unspecified)
 : 110.0	1
> CCc1ccccc1N(C)S(=O)(=O)c1c(C)noc1/C=C/N(C)C
 : 101.0	0.2
> Cc1ccccc1NC(=O)COc1ccc2oc3c(c2c1)CCCC3
 : 109.0	1.1
> CCOC(=O)c1cc(-c2ccc(C)cc2)n(CC(=O)Nc2ccccc2F)c1C
 : 104.0	-0.2
> COC(=O)c1ccc(OC(=O)CCc2nc3cc(S(=O)(=O)N4CCOCC4)ccc3n2C)cc1
 : 111.0	1.6

The list goes on:
SMILES	PV pol inh	PV pol inh FP z-score
O/N=C1\CCCc2c1[nH]c1ccc(Cl)cc21	102.0	0.1
O=C(CSc1ccc(Cl)cc1)c1ccco1	100.0	-0.3
Cc1cccc(CS(=O)(=O)Cc2ccc(C(=O)NCCc3ccccc3)o2)c1	113.0	0.6
CC(C)CNC(=S)N1CCCC1	104.0	0
Cn1nnnc1SCC(=O)N1CCCc2ccccc21	101.0	-0.3
O=C(CN1CCCC1=O)NCCc1ccccc1	102.0	0.1
COc1ccccc1N1C(=O)c2ccc(-c3nc4cc(Cl)ccc4c(=O)o3)cc2C1=O	108.0	0.5
O=C1C2=C(Nc3ncnn3C2c2ccccc2)c2ccccc21 (stereo unspecified)	101.0	-0.1
Cc1ccccc1NC(=O)COC(=O)c1ccc(-c2ccccc2)cc1	101.0	-0.3
O=c1ccn(-c2ccc(F)cc2)nc1-c1ccnc(=S)[nH]1	104.0	0

Some of the entries above, reformatted:
Screens in order: PV pol inh | PV pol inh FP z-score
> O=C(CN1CCCC1=O)NCCc1ccccc1
 : 102.0 | 0.1
> Cc1ccccc1NC(=O)COC(=O)c1ccc(-c2ccccc2)cc1
 : 101.0 | -0.3
> O=C(CSc1ccc(Cl)cc1)c1ccco1
 : 100.0 | -0.3

Remaining list, next part:
SMILES	PV pol inh	PV pol inh FP z-score
Cc1oc(-c2cccc(Cl)c2)nc1CN1CCCC(C(=O)N2CCN(c3cccc(Cl)c3)CC2)C1 (stereo unspecified)	100.0	-0.5
Cc1cccc(NC(=O)C(NC(=O)c2ccc(C34CC5CC(CC(C5)C3)C4)cc2)C(C)C)n1 (stereo unspecified)	104.0	0.6
CCC(=O)N1CCc2cc(Br)cc(S(=O)(=O)CCC(=O)Nc3cccc(C)c3C)c21	109.0	1.3
COc1cc(CN(C(=O)COc2ccccc2Cl)c2ccccn2)cc(OC)c1OC	111.0	0.3
CN(C(=O)C1c2ccccc2C(=O)N2CCc3ccccc3C12)C1CCCCC1 (stereo unspecified)	103.0	0.9
CC1(C)CNC(=O)C=C(c2ccccc2)C1	102.0	0
C=CCN(CC=C)C(=O)C[n+]1ccc(C(N)=O)cc1	103.0	0.3
CC(=O)Nc1ccc(SCC(=O)/C(C#N)=C(\C)N)cc1	103.0	-0.1
COc1ccc(NC(=O)C(NS(=O)(=O)c2ccc3c(c2)c(=O)n(C)c(=O)n3C)c2ccccc2)cc1 (stereo unspecified)	101.0	0.3
CCOc1ccc(Cc2nccc3cc(OCC)c(OCC)cc23)cc1OCC	99.0&101.0	-0.1&0.2

(listing goes on)
SMILES	PV pol inh	PV pol inh FP z-score
CCn1nnnc1SCC(=O)Nc1ccccc1	102.0	0.1
Cc1cccc(C(=O)Nc2c(C(=O)N3CCN(c4ccc(F)cc4)CC3)oc3ccccc23)c1	106.0	0.1
O=C(O)c1c(CNCCc2ccc(Cl)cc2)c2ccccc2n1Cc1ccccc1	103.0	0.5
CCCCSc1nnc(CSc2ncccn2)n1CCc1ccccc1	102.0	-0.1
O=C(O)CCC(=O)Nc1ccccc1N1CCCCC1	100.0	-0.3
COc1ccc(Cl)cc1CNCCSc1nnnn1-c1ccccc1	109.0	0.5
Cc1ccsc1CCN1C(=O)N(c2ccc(F)cc2)C(=O)C1CC(=O)Nc1ccccc1 (stereo unspecified)	109.0	0.5
Nc1nnc2c(n1)-c1ccccc1C2=O	101.0	-0.3
COc1cc(OC)c(C(=O)OCC(=O)c2c[nH]c3ccccc23)cc1OC	102.0	-0.1
O=C(C(Cc1ccccc1)N1Cc2ccccc2C1=O)N1CCNCC1 (stereo unspecified)	98.0	-0.9

Other compounds.
SMILES	PV pol inh	PV pol inh FP z-score
COc1cc(C(=O)N2CCN(c3ccc(NCc4ccccc4)nn3)CC2)cc(OC)c1OC	104.0	0.7
O=C(c1cc2ccccc2oc1=O)N(Cc1ccc2c(c1)OCO2)CC1CCCO1 (stereo unspecified)	102.0	0.2
Cc1cc(OCCCC(=O)O)cc(C)c1Cl	100.0	-0.2
Nc1nc2ccccc2n1C(=O)c1ccco1	101.0	-0.1
CN(CC(=O)NCC1CCCCC1)S(=O)(=O)c1ccc(F)cc1	101.0	-0.4
COc1ccc(NC(=O)CSc2nc3ccccc3[nH]2)cc1	111.0	0.1
CCc1ccc(C2C(C(=O)Nc3ccccc3C)=C(C)Nc3nc(SCc4cccc(OC)c4)nn32)cc1 (stereo unspecified)	111.0	1
COCCNc1nnc(SCN2C(=O)c3ccccc3C2=O)s1	107.0	0.6
Cc1ccc(-c2csc(/C(C#N)=C(\O)CSc3ncn[nH]3)n2)cc1	103.0	0.1
COc1ccc(C(=O)C2CCN(CC(=O)NCc3ccc(F)cc3)CC2)cc1	99.0	-0.8

Next part
SMILES	PV pol inh	PV pol inh FP z-score
Oc1[nH]c2ccccc2c1C=NC1CCCC1	100.0	0.2
C1C2C3C4OC5C3C1C1C2C4C51 (stereo unspecified)	106.0	0.3
O=C(c1ncn[nH]1)N(Cc1cc2ccccc2[nH]c1=O)c1ccccc1	99.0	-1
Cc1cccn2c(=O)c(C=C(C#N)C#N)c(N3CCCC3)nc12	105.0	0.4
COc1ccc(C(=O)Nc2cccc(-c3nc4ccccc4s3)c2)cc1	107.0	0.4
Cc1nc(-c2c[nH]c(C(=O)O)c2)cs1	93.0	-1.5
CC(C)(C)c1csc(NC(=O)CSC2=NCCS2)n1	100.0	-0.6
OC(c1ccccc1)C(O)(c1ccccc1)c1ccccc1 (stereo unspecified)	103.0	-0.1
CCN(C(=O)Cn1c(C(=O)OC)cc2oc3ccccc3c21)c1cccc(C)c1	104.0	-0.7
O=C(CN1CCC(n2cnc3cc(F)ccc32)CC1)NCc1ccc(F)cc1	101.0	-0.5

Going on with the list:
SMILES	PV pol inh	PV pol inh FP z-score
C/C(=N\NC(=O)c1cccnc1)c1ccc(Cl)s1	102.0	0
N#Cc1c[nH]n2c(NC3CCCC3)c(-c3cccs3)nc12	102.0	-0.2
CN1CCN(C(CNC(=O)C(=O)Nc2cccc(Cl)c2)c2ccc3c(c2)OCO3)CC1 (stereo unspecified)	106.0	-0.3
CCOC(=O)CNc1cccc(C(F)(F)F)c1	101.0	-0.3
COc1ccc(Br)cc1C(=O)O	100.0	0
CN(C)c1ccc(C(=O)c2ccccc2C(=O)O)c(O)c1	102.0	0.2
O=C(Nc1nc2n(n1)C(c1ccccc1)C=C(c1ccccc1)N2)c1ccccc1 (stereo unspecified)	102.0	-0.9
Cc1ccc(NC(=O)CN(C)c2ccc(C(F)(F)F)cn2)cc1	100.0	0
COc1cc(NC(=O)COc2ccccc2F)cc(OC)c1OC	100.0	0
O=C(NCCc1ccccc1)c1nnc(-c2ccccc2)o1	104.0	0.6

Remaining list, next part
SMILES	PV pol inh	PV pol inh FP z-score
O=C(NCc1ccccc1F)c1cccc(NC(=O)N2CCSc3ncccc32)c1	110.0	0.8
CN1C(=S)NC(C)(C)CC1(C)O (stereo unspecified)	103.0	0.2
c1ccc(-c2[nH]nc(-c3ccc4c(c3)OCO4)c2-c2nc3ccccc3[nH]2)cc1	102.0	-0.1
COC(=O)c1c(SCC(=O)Nc2cc(OC)cc(OC)c2)[nH]c2ccc(C)cc2c1=O	110.0	0.3
CCn1c(O)c(C2=NC(=S)NC2=O)c2ccccc21	102.0	0
Cc1nc2ncnn2c(N2CCCCC2)c1Cl	101.0	-0.2
CC1CN(C(=O)CCC(=O)NC2CCCC(C)C2C)c2cc(Cl)ccc2O1 (stereo unspecified)	105.0	0.9
CCc1nnc(NC(=O)C2=CN3CCS(=O)(=O)N=C3C=C2)s1	100.0	-0.4
CCCNC(=O)NCc1ccc(N2CCCC2=O)cc1	102.0	1.3
O=C(CN=C1NS(=O)(=O)c2ccccc21)OCC(=O)c1ccccc1	101.0	0.1

Remaining list, next part:
SMILES	PV pol inh	PV pol inh FP z-score
CCOC(=O)c1ccc(Nc2cc(-c3ccccc3)nc(C)n2)cc1	106.0	-0.1
Cc1cccc(NC(=O)C(Cc2ccccc2)n2cccc2)c1C (stereo unspecified)	104.0	0
Cc1ccc(NC(=O)CCCn2nc(C)c3c(C)n(-c4ccccc4)nc3c2=O)c(Cl)c1	109.0	0.3
COc1cc(NC(=O)N2CCOc3ccccc32)cc(OC)c1OC	100.0	-0.4
CC1(C)Cc2cccc(OCC(=O)Nc3ccc(OCC(N)=O)cc3)c2O1	105.0	1.7
COc1ccc(-c2cc(C(=O)NC3CCCCC3C)c3ccccc3n2)cc1 (stereo unspecified)	102.0	0.2
COc1ccc(Nc2oc(-c3ccc(OC)cc3)nc2C#N)cc1	99.0	-0.8
O=C(NC1(C(F)(F)F)NC(=O)N(CCc2ccccc2)C1=O)c1ccc(Cl)cc1 (stereo unspecified)	104.0	0.1
COc1cccc(C(=O)N2CCc3cc(OC)c(OC)cc3C2COc2ccc3c(C)cc(=O)oc3c2)c1 (stereo unspecified)	105.0	0
CCn1cc(S(=O)(=O)c2cc(C)cc(C)c2)c(=O)c2cc(F)c(N3CCCCC3)cc21	101.0	-1.5

More entries
SMILES	PV pol inh	PV pol inh FP z-score
O=C(CN1C(=O)c2ccccc2C1=O)Nc1ccc(S(=O)(=O)Nc2nccs2)cc1	103.0	0.3
O=C(NCCc1ccccc1)C1CCCCC1C(=O)OCC(F)(F)F (stereo unspecified)	105.0	0.2
O=C(O)C1Cc2c([nH]c3ccccc23)C(c2ccccc2)N1 (stereo unspecified)	100.0	-1.2
Cc1ccc(N2CC(c3nnc(NC(=O)c4ccco4)s3)CC2=O)cc1C (stereo unspecified)	94.0	-2.9
COc1ccc(OCCSc2nc3ccccc3s2)cc1	103.0	0.5
NC(=O)CSc1nc2ccccc2c(=O)n1-c1ccccc1	100.0	-0.3
Cn1ccc(NC(=O)/C(C#N)=C/c2ccc(Cl)cc2)n1	102.0	0
CCC(C)(C)NC(=S)Nc1cccc(OC)c1	104.0	0.2
CCOC(=O)c1cnc2c(C(F)(F)F)cccc2c1Cl	102.0	0.2
COc1ccc(C2C=C(c3ccc(Cl)c(Cl)c3)Nc3ncnn32)cc1 (stereo unspecified)	94.0	-2.7

The results go on:
SMILES	PV pol inh	PV pol inh FP z-score
O=C(CCc1ccccc1)Nc1ccon1	104.0	0.6
O=C(COc1ccc(Cl)cc1)Nc1ccc(-c2nc3ccccc3s2)c(O)c1	104.0	0.2
CCOc1ccc(NS(=O)(=O)c2ccc3[nH]cc(C(=O)N(C)Cc4ccccc4)c(=O)c3c2)cc1	103.0	-0.4
O=S(=O)(NCCn1ccc2ccccc21)c1ccc(Cl)cc1	101.0	0
COc1ccc(OC)c(NC(=O)CSc2n[nH]c(-c3ccccc3Cl)n2)c1	109.0	0.2
CSc1c(CC(=O)NCCc2ccccc2)n(C)c2ccccc12	108.0	0.5
CC(C)(C)OC(=O)N1C[C@@H]2C(NC(=O)c3nsc(Cl)c3Cl)[C@@H]2C1 (stereo partly specified)	102.0	0.3
Cc1ccc(Oc2ncccc2NC(=O)C(=S)NCc2ccccc2)c2c1CCC2	104.0	0.1

Some of the compounds tested; rates above refer to the full screens.
